A-T KAP1 phos = potential ataxia-telangiectasia treatments restoring KAP-1 phosphorylation; […] A-T fibroblasts, KAP-1 phosphorylation AlphaLISA; neocarzinostatin DNA damage 30 min before lysis; Potency, µM (series often up to 57.5 µM), without a hit: at the top dose activation, actives largely listed as activators; 0.19% of 320,000 active; AID 485349; note: potency is the fitted concentration of half-maximal effect; % of control where 0% means no effect; nearly all actives have a fitted effect of over 45% in size
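hTERT-immortalized A-T patient fibroblasts ([…]), 500 cells/well in OPTI-MEM, 1% FBS, got compounds for 60 min, then NCS for 30 min at 37C. Lysates were then assayed for phospho-KAP-1 by AlphaLISA (anti-pKAP1 donor, anti-KAP1 acceptor beads), 6 hr at 25C.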
TCR act = activators of T cell receptors. primary human leukocytes, anti-CD3, IL-2 HTRF, 48 h. Potency, µM (series often up to 9.22 µM), for the others: top-dose activation of IL-2 secretion, actives largely listed as activators. 330,000 tested, under 10 active. AID 504894; note: % of control where 0% means no effect
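Primary human leukocytes were stimulated with a-CD3 beads plus compounds for 48 hr without co-stimulation; secreted IL-2 was quantified by HTRF using a-IL-2-K (europium cryptate) and a-IL-2-d2, excited at 320nm with acceptor emission read at 665nm.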
Menin-MLL TR inh = displaces Texas Red mutant MLL peptide from human menin; O00255; Menin + Texas Red MLL mutant peptide, fluorescence polarization; Potency, µM (doses to about 61.6 µM), without a hit: top-dose FP activity change, negative = inhibition, actives largely listed as inhibitors; 0.23% of 270,000 active; active = well fitted inhibition curve with a large enough effect in the polarisation, with a control signal flat, not every such curve was filed as active; inconclusive = small, poorly fitted or top-dose-only effect, or effect the other way, or a change in a side signal; inactive = no such curve, though single readings can be large or run the other way; the % refers to the polarisation; note: potency is the fitted concentration of half-maximal effect; % of control where 0% means no effect; many of its hits are not listed in these tables
a7 integrin act = activators of alpha7 integrin expression for muscular dystrophy | 0.064% of 350,000 active | alpha7betagal myoblasts, beta-gal FDG fluorescence, 48 h | Potency, µM (series often up to 38.3 µM), inactives show at the top dose activation, most hits filed as activators | AID 624291;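 note: potency is the fitted concentration of half-maximal effect; 100% = response of the positive control SU9516; nearly all actives have a fitted effect of over 60% in size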
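Alpha7betagal+/- myoblasts (passage 13) were plated 16-24 hr, then exposed to compounds (1:260 dilution of DMSO stock) for 48 hours at 37C. After MPER lysis, β-galactosidase reporter activity was read as FDG fluorescence (ex 480/em 540) after 30 minutes.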
S-ASM inh = blocks human secretory acid sphingomyelinase | P17405 | placental ASM, HMU-PC fluorogenic substrate, 60 min | Potency, µM (highest dose often 57.5 µM), inactives show top-dose activity change, negative = inhibition, usual class: inhibitors | 0.006% of 340,000 active | AID 504937; note: potency is the fitted concentration of half-maximal effect
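Fluorescence read-out (Ex 386 nm, Em 447 nm) after stopping the reaction at pH 10. Enzyme: ASM from human placenta; substrate HMU-PC0, 9 uM final; 60 min, 37 °C. Compound preincubation 10 min, ambient temperature.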
TSG101-PTAP inh = blocks PTAP/TSG101 interaction to inhibit HIV-1 budding. Potency, µM (highest dose often 115 µM), without a hit: top-dose activity change, negative = inhibition, most hits filed as inhibitors. Fluorescence polarization, FITC-PTAP peptide / Tsg101 binding. Q99816. 340,000 tested, under 10 active; active = well fitted inhibition curve with a large enough effect in the main read-out, with a control signal flat, not every such curve was filed as active; inconclusive = small, poorly fitted or top-dose-only effect, or effect the other way, or a change in a side signal; inactive = no such curve, though single readings can be large or run the other way; note: potency is the fitted concentration of half-maximal effect; % of control where 0% means no effect
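Steps: Tsg101 binding domain dispensed (10 uM final), compounds pinned in DMSO, FITC-labeled PTAP-motif peptide added (50 nM final); after 20 min binding at room temperature, polarization measured.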
MBNL1-CUG inh = inhibitors of human MBNL1 binding to CUG repeat RNA. Q9NR56. TR-FRET MBNL1-His/biotin-(CUG)12 binding, 665/545 ratio. Potency, µM (highest dose often 57.5 µM), inactives show at the highest dose activity change, negative = inhibition, usual class: inhibitors. 0.036% of 280,000 active; active = well fitted inhibition curve with a large enough effect in the signal ratio, with a control signal flat, not every such curve was filed as active; inconclusive = small, poorly fitted or top-dose-only effect, or effect the other way, or a change in a side signal; inactive = no such curve, though single readings can be large or run the other way; the % refers to the signal ratio; note: potency is the fitted concentration of half-maximal effect; % is set by controls: 0 for no effect and ±100 for the full control effect
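TR-FRET between His-tagged MBNL1 and biotin-(CUG)12 RNA, detected with Tb anti-His antibody (0.055 ng/ul) and streptavidin-XL665 (5 nM), 60 min at room temperature. Compounds titrated 92 nM to 58 uM; 665/545 nm ratio normalized to buffer and complex controls.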
TSHR antagonist = antagonists of human thyroid stimulating hormone receptor. AID 504810. activity change, negative = inhibition, % at 11.5 µM. P16473. 0.2% of 330,000 active. TSHR-expressing cells, TSH-stimulated cAMP HTRF, 2 h; stronger effect = lower value;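 active = activity change below a set negative limit, meaning inhibition stronger than a set level, cut at about -70% in these data; inconclusive = activity change between two set negative limits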; note: % is set by controls: 0 for no effect and ±100 for the full control effect
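TSHR-expressing cells, 200/well, pre-treated with compound, then stimulated with EC80 TSH (4nM final) for 2 hours at 37 deg C. cAMP measured by competitive HTRF: anti-cAMP cryptate antibody in lysis buffer plus cAMP-d2, read after 30 minutes at room temperature.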
Mito fusion yeast = inhibitors of mitochondrial division or activators of mitochondrial fusion; AID 485298; S. cerevisiae fusion-defective mutant growth rescue, CellTiterGlo 48 h; Potency, µM (highest dose often 46.1 µM), for inactives: top-dose growth rescue (activation), usual class: activators; 0.23% of 320,000 active;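 note: potency is the fitted concentration of half-maximal effect; % of control where 0% means no effect; nearly all actives have a fitted effect of over 45% in size; temperature-sensitive fusion mutants such as fzo1-1 at 37 °C on non-fermentable ethanol glycerol medium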
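Read-out: ATP-based luminescence (CellTiterGlo, 10 min ambient) reporting growth of fusion-defective ts yeast after 48 hours at 37C on glycerol/ethanol YPEG medium in the presence of compound.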
MLL CXXC-DNA inh = MLL CXXC-DNA interaction inhibition | 0.037% of 290,000 active | MLL-CXXC / FITC-HOXA9 DNA fluorescence polarization | Q03164 | Potency, µM (series often up to 115 µM), without a hit: at the highest dose activity change, negative = inhibition, hits mostly inhibitors; active = well fitted inhibition curve with a large enough effect in the polarisation, with a control signal flat, not every such curve was filed as active; inconclusive = small, poorly fitted or top-dose-only effect, or effect the other way, or a change in a side signal; inactive = no such curve, though single readings can be large or run the other way; the % refers to the polarisation; note: potency is the fitted concentration of half-maximal effect
Target sequence (Q03164 whole entry, looked up): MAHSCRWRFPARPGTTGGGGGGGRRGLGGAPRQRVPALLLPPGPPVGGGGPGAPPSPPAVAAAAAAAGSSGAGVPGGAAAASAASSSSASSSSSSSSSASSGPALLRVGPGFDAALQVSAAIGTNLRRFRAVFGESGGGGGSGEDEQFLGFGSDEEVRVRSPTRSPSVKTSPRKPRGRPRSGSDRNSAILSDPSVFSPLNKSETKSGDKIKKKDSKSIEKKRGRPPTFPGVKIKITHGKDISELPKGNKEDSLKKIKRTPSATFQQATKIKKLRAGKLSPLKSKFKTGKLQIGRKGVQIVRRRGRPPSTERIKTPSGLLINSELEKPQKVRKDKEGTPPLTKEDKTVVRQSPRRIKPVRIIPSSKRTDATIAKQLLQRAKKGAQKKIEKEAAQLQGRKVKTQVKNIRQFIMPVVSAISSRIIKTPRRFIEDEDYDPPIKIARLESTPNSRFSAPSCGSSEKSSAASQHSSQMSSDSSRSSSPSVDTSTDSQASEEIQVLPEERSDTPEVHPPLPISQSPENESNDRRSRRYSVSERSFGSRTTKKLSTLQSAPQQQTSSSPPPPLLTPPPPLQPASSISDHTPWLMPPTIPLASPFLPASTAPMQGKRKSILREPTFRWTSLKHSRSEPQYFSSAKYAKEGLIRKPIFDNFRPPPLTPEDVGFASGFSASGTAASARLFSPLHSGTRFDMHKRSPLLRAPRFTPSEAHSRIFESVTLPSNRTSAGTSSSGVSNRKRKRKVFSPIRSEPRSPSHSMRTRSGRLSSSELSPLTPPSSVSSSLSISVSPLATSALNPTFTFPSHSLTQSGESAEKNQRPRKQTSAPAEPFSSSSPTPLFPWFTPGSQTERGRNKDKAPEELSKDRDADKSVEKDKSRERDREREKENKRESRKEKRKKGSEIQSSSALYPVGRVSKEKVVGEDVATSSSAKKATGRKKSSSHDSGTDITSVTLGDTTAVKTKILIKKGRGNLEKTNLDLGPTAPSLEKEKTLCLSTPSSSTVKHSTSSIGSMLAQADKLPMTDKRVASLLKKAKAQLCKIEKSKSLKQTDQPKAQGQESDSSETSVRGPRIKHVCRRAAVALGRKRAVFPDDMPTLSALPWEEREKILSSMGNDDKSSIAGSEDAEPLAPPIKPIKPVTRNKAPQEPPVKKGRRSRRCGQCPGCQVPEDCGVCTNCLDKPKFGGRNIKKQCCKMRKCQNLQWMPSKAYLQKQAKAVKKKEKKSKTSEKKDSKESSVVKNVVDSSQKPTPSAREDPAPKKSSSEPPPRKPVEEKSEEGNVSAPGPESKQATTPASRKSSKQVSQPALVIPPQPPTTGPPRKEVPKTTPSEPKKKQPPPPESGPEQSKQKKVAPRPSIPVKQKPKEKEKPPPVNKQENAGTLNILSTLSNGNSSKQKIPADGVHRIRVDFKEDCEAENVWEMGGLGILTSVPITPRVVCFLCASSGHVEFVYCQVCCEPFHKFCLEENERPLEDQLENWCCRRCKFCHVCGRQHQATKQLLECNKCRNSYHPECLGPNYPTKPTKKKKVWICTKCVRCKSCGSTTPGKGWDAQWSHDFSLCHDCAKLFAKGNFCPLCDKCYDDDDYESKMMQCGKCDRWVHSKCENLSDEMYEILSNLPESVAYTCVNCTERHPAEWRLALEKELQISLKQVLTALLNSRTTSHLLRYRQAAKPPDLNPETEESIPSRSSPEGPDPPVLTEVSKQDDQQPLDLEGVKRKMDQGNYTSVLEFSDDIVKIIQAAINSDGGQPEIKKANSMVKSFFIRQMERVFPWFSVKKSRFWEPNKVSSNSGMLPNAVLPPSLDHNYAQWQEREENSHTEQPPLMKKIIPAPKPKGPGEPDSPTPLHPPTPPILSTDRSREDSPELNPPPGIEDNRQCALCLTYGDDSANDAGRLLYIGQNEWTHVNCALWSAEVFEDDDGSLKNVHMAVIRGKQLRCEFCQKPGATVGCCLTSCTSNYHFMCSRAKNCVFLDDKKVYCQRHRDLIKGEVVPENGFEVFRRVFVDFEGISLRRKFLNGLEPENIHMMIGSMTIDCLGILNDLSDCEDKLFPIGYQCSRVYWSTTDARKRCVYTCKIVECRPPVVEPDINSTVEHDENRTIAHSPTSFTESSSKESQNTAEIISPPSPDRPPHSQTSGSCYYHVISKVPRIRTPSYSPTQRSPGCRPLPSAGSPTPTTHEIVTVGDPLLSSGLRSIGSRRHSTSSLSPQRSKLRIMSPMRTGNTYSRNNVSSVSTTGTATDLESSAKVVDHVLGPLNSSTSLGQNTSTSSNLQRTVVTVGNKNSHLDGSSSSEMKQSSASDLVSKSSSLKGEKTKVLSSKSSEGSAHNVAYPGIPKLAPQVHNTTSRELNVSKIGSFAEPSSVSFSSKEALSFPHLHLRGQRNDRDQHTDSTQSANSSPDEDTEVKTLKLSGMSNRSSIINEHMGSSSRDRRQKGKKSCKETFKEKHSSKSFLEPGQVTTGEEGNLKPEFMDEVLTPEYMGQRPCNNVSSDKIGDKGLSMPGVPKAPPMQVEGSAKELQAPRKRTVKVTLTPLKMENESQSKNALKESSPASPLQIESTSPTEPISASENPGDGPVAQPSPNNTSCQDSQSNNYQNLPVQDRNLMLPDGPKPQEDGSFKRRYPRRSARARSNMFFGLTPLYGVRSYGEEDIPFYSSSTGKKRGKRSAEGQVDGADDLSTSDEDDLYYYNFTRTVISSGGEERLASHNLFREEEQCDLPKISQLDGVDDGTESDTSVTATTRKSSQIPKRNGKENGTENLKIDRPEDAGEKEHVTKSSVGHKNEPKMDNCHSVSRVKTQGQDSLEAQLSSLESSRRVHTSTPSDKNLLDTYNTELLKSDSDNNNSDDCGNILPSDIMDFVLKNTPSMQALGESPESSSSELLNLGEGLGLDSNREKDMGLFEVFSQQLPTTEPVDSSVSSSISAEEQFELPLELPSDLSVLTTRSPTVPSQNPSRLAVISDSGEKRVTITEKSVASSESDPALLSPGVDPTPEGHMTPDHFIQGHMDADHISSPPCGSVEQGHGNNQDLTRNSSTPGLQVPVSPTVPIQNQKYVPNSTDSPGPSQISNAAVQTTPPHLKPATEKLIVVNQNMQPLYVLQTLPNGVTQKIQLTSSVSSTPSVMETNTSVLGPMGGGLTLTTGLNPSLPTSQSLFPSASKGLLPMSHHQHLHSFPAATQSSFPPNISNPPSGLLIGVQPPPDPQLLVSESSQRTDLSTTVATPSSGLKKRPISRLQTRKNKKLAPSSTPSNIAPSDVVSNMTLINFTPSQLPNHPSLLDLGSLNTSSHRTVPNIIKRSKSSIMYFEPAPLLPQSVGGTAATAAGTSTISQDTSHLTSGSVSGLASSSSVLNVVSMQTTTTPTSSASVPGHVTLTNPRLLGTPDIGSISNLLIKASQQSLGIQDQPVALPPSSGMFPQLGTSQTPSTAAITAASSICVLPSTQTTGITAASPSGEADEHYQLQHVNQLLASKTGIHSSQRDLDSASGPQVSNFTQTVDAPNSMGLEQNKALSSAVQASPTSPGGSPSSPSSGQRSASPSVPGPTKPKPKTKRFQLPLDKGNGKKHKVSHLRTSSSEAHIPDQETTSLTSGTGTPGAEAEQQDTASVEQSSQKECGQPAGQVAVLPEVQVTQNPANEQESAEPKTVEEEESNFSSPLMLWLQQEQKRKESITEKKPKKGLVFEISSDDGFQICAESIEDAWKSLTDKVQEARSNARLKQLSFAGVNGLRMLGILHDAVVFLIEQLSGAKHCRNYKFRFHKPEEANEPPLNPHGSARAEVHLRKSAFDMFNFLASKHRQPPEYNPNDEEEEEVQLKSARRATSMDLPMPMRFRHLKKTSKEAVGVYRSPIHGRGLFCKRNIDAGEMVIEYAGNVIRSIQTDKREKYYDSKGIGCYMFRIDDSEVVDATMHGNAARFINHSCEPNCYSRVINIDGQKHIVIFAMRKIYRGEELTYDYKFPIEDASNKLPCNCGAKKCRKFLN
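Purified MLL-CXXC (added from a 7 uM solution) was preincubated 5 min at ambient with pinned compounds in 50 mM Tris-HCl pH 7.5, 50 mM NaCl, 1 mM DTT, 0.05% BSA. Fluorescein-labeled HOX-A9 DNA (50 nM solution) followed, 30 min, then polarization read.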
* hit, by the source's call; u = inconclusive; x = no result given; [ ] = dose if it differs, or a comment. Unless noted, calls come from the whole dose curve; as a rule, active = well fitted curve in the direction sought with a large enough effect; inconclusive = small, poorly fitted or top-dose-only effect, or another doubt; inactive = no such curve, though single readings can be large; an effect the other way counts as inactive or inconclusive. A portion of the library; the hit share may differ from the screen's.

compound	TSHR antagonist	A-T KAP1 phos	a7 integrin act	MLL CXXC-DNA inh	TSG101-PTAP inh	TCR act	MBNL1-CUG inh	Mito fusion yeast	Menin-MLL TR inh	S-ASM inh
CCOC(=O)c1ccc(NC(=O)Nc2ncc(Cl)cc2Cl)cc1	2	15%	x	-10%	x	x	9%	-2%	x	x
O=C(O)Cc1cn(-c2ccccc2)nc1-c1ccccc1	-2	0%	0%	-5%	-10%	2%	-4%	-1%	-4%	2%
O=C(c1ccco1)N1CCN(S(=O)(=O)Cc2ccc(Cl)cc2)CC1	12	1%	17%	-3%	-6%	5%	-6%	1%	7%	3%
CN(CP(=O)(O)C(O)c1ccccc1)S(C)(=O)=O (centres undefined)	-13	18%	-19%	7%	2%	-2%	-17%	4%	15%	-1%
COc1ccc(/C=N/NC(=O)CNC(=O)COc2ccccc2)cc1	1	-5%	1%	2%	-4%	-3%[46.1 µM]	15%	-3%	-1%	4%
CCOc1ccc(C(=O)NCC(C)NC(=O)c2ccc(OCC)cc2)cc1 (centres undefined)	5	0%	2%	0%	-4%	-112%	-1%	3%	u	1%
CCOC(=O)C1(Cc2cccc(OC)c2)CCCN(C(=O)CNC(C)=O)C1 (centres undefined)	1	12%	18%	-11%	-1%	0%	1%	0%	-9%	-3%
CCOC(=O)C1CCCN(C(=O)Cn2cnc3c2c(=O)n(C)c(=O)n3C)C1 (centres undefined)	2	-1%	-14%	5%	-4%	-3%	5%	3%	-7%	2%
COc1cccc(Nc2ncnc3ccccc23)c1	-7	-4%	-7%	0%	-5%	x	-2%	2%	0%	0%
CCc1ccccc1NC(=O)CCc1c(C)nn(-c2ccc(N3CCOCC3)nn2)c1C	26	7%	15%	41%[activator]	-3%	-8%	8%	4%	-3%	4%
CC1(C)CC(=O)C=C(Nc2cccc(O)c2)C1	-1	-4%	10%	2%	-2%	-8%	15%	-3%	-8%	8%
Cc1nn(CC(=O)Nc2cccnc2N2CCOCC2)c(=O)c2ccccc12	-11	6%	x	-1%	x	x	0%	1%	-8%	x
COc1ccc(S(=O)(=O)NNC(=O)C23CC4CC(CC(C4)C2)C3)cc1	12	10%	-11%	7%	-1%	-2%	-2%	3%	x	1%
O=C(N/N=C/c1ccc2c(c1)OCO2)c1ccccn1	3	0%	-12%	-1%	-10%	-5%	u	0%	16%	2%
O=C1C=C(c2cc(F)ccc2F)C[C@@H](c2ccc(F)cc2)C1	-14	3%	-4%	x	-5%	-3%	x	u	x	1%
Cc1ccc(C(=O)CSc2nc3ccccc3c(=O)n2-c2ccccc2)s1	-9	3%	15%	4%	-3%	-2%	6%	-1%	11%	0%
C/C(=N/NC(=O)CNC(=O)Cc1ccccc1)c1ccco1	0	1%	-43%	u	-2%	0%[46.1 µM]	x	-2%	-11%	0%
CC1CCC/C(=N\NC(=O)Nc2ccccc2)C1 (centres undefined)	0	-2%	20%	9%	0%	2%[46.1 µM]	4%	2%	15%	0%
O=C(CN1CCC(C(=O)c2ccc(Cl)cc2)CC1)Nc1ccc2c(c1)OCCO2	-2	5%	-16%[7.66 µM]	4%	-4%	8%	-1%	-1%	5%	-7%
CCOC(=O)C1CCN(C(=O)c2ccccc2NC(C)=O)CC1	17	1%	-4%	3%	-3%	-1%	-5%	0%	-8%	1%
CCc1ccc(CN2CCC(n3nccc3NC(=O)C3CCCC3)CC2)cc1	-7	-2%	-49%[inhibitor]	12%	x	2%	-4%	-1%	-20%	-3%
COc1ccc(-c2nc3ccccc3n2OC(C)C(=O)O)cc1 (centres undefined)	-12	2%	10%	-8%	-3%	-5%	-14%	-2%	17%	8%
CCN1/C(=C/c2ccc3cc(C)ccc3[n+]2CC)Sc2ccccc21	u	-6%	-65%[inhibitor]	u	25%	4%	x	-18%	u	-24%
O=C(Cn1cnc2c(nnn2Cc2ccc(F)cc2)c1=O)Nc1ccc2c(c1)OCCO2	-6	4%	u	12%	-6%	5%	-2%	11%	u	7%
O=C(NCC(=O)N(c1cccnc1)C(C(=O)NC1CCCCC1)c1ccccc1F)c1ccco1 (centres undefined)	4	4%	6%	-3%	-8%	-3%	-1%	-33%	3%	4%

(further entries)
compound	TSHR antagonist	A-T KAP1 phos	a7 integrin act	MLL CXXC-DNA inh	TSG101-PTAP inh	TCR act	MBNL1-CUG inh	Mito fusion yeast	Menin-MLL TR inh	S-ASM inh
CCN(CC)CCCNc1nc2cc(OC)c(OC)cc2c2nc(-c3ccccc3)nn12	-2	-7%	-70%[inhibitor]	u	-5%	-2%	-8%	-5%	x	-8%
O=C(NC1CCCC1)c1cccc2c1C(=O)c1ccc(N3CCCCC3)cc1S2(=O)=O	-16	11%	10%	x	u	0%	x	6%	x	-22%
CC(NC(=O)C(C)N1C(=O)c2ccccc2C1=O)c1ccccc1 (centres undefined)	22	-2%	-16%	4%	-1%	6%	9%	3%	3%	-1%
COc1cc(C(=O)NCCCN2CCCC2=O)cc(Br)c1OCc1ccccc1	-9	10%	-8%	x	0%	-4%	x	4%	x	-3%
O=C(CCN1C(=O)C2C3C=CC(C3)C2C1=O)NC1CCCc2ccccc21 (centres undefined)	-3	-7%	2%	4%	-7%	6%	-1%	-1%	-10%	0%
CC(C)n1cc(NC(=O)COc2ccccc2Cl)cn1	-10	13%	5%	40%[activator]	-1%	3%	-2%	-3%	1%	4%
CCCNS(=O)(=O)c1cc2c3c(c1)CCN3C(=O)CC2	0	-7%	12%	-1%	0%	7%	0%	0%	-1%	3%
COC(=O)c1ccc(NC(=O)CN2CCN(c3ccccn3)CC2)cc1	6	-2%	0%	1%	-3%	2%	0%	6%	-15%	-2%
CC(=NCCc1ccccc1)C1=C(O)C(c2ccccc2)OC1=O (centres undefined)	0	2%	-17%	9%	-5%	4%	-12%	2%	1%	-5%
Cc1ccc2c(c1)CCCN2C(=O)C1CCCO1 (centres undefined)	2	4%	9%	-6%	-3%	-1%	1%	-4%	-4%	1%
CC(=O)c1cccc(NC(=O)CCN2C(=O)C3CC=CCC3C2=O)c1 (centres undefined)	10	7%	-26%	x	-8%	4%	x	-4%	x	3%
c1ccc(CN(Cc2ccccc2)c2ncnc3c2nnn3Cc2ccccc2)cc1	-7	2%	-18%	-1%	-1%	-1%	-2%	-6%	x	-4%
COc1ccc(NC2=NC(C)(CO)CS2)cc1 (centres undefined)	-3	12%	-2%	u	-6%	6%	u	3%	3%	4%
Cc1ccc(C(=O)C(C)OC(=O)c2n[nH]c(=O)c3ccccc23)cc1 (centres undefined)	-9	1%	29%	-1%	-3%	1%	6%	0%	-9%	-11%
CCN(CCO)Cc1csc2ccc(Br)cc12	3	12%	10%	0%	-4%	6%	-3%	-5%	0%	-1%
C[C@@H]1CN(C2CCN(Cc3nc(CC4CC4)no3)CC2)C[C@H](C)O1	-2	3%	-21%	-4%	-3%	6%	-1%	-4%	7%	0%
CCOCCCN1C(=O)CN(C2CCC(C)CC2)C(=O)C1c1ccc(C)cc1 (centres undefined)	1	2%	20%	2%	-2%	-7%	0%	-12%	u	-2%
CCn1c(CNC(=O)c2ccc(OC)cc2)nnc1SC	-1	-2%	0%	10%	-1%	-5%	6%	3%	-4%	5%
CCc1ccccc1NC(=O)N[C@@H](C)C(=O)OC	21	-3%	5%	-9%	0%	-89%	-2%	-6%	-2%	5%
O=C(NC(=O)c1cccc(F)c1)OC[C@@H]1CCCN2CCCC[C@H]12	-4	17%	-7%	5%	-11%	-1%[46.1 µM]	-6%	-3%	-2%	4%
COc1cccc(CC(=O)Nc2ccc3c(c2)OC2(CCCC2)O3)c1	-15	10%	-20%	x	1%	-5%	x	28%	x	-10%
CC(=O)C1=C(O)C(=O)N(c2ccc(Br)cc2)C1c1ccc(Br)cc1 (centres undefined)	17	u	-12%	-3%	-19%	0%	68%[activator]	-2%	23%	10%
COc1ccc(NN=Nc2ccc([N+](=O)[O-])cc2)cc1	-13	-1%	-23%	-6%	-2%	x	16%	-4%	u	-6%
CCC(C)c1ccccc1NC(=O)c1[nH]c(C)c(C(C)=O)c1C (centres undefined)	0	-8%	-25%	-2%	-3%	1%	12%	u	-10%	-2%
CC[N+]1(CC)CC2=Cc3c(ccc4ccccc34)CC2C1 (centres undefined)	8	-4%	-22%	3%	0%	-3%	u	-4%	3%	-1%
